mIAP act – mouse IAP activation; muIAP, CDP-Star luminescence, 30 min; hits give high values; 1 = vehicle-only enzyme signal, 0 = enzyme-free wells; activation factor at 10 µM; 0.24% of 330,000 active; AID 2805;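 active = activation factor of at least 2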; note: the source names both 10 and 20 µM as test concentration; values of inactives mirror those of a sister screen read the other way
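System: mouse IAP enzyme. Reagent: CDP-Star chemiluminescent phosphatase substrate. Benchmarks: DMSO wells, no-enzyme wells. Times: 30 min enzyme-substrate-compound incubation at room temperature. Detection: luminescence from enzymatic CDP-Star hydrolysis. Doses: test compounds delivered from DMSO solution.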
hIAP inh – blocks human intestinal alkaline phosphatase. P09923. purified IAP, CDP-Star luminescence, 30 min. inhibition, % at 10 µM. 0.12% of 330,000 active. AID 2544;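 active = inhibition reaching a set limit with compound at 10 µM in the primary screen, cut at about 35% in these data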;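 note: plate controls were DMSO wells with enzyme for no effect and no-enzyme buffer wells for full effect; values of inactives mirror those of a sister screen read the other way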
Target sequence (P09923 whole entry, looked up): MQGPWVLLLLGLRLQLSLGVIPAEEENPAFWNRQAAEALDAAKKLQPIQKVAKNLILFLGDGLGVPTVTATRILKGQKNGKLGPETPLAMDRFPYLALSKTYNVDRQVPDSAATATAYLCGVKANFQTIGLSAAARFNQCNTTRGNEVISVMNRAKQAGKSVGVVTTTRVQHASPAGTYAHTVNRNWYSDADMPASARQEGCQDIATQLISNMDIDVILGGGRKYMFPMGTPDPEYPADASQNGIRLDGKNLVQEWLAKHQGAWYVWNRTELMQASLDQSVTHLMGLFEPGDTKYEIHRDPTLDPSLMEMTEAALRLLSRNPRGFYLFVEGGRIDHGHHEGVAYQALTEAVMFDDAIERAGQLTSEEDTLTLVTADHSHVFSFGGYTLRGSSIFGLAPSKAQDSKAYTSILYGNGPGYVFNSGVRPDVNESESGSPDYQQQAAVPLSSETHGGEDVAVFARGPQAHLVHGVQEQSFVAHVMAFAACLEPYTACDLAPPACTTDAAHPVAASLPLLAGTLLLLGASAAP
MIN6 prolif – inducers of beta-cell replication in MIN6 cells. MIN6 cells proliferation, ATPlite luminescence, 48 h; cells starved in 0.2% serum; 100% = growth in 10% serum. proliferation, % at 10 µM. 0.29% of 330,000 active;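 active = compounds whose signal lies at least 3.5 SD above the mean of all wells on their plate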;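 note: 0% = DMSO-treated cells in low-serum medium and 100% = 10% serum control; some compounds called inactive have numbers as strong as hits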
hIAP act – increases human intestinal alkaline phosphatase activity. P09923. purified human IAP, CDP-Star luminescence, 30 min; hits give high values; 1 = vehicle-only enzyme, 0 = enzyme-free background. activation factor at 10 µM. 0.16% of 330,000 active. AID 2524;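 active = activation factor of the enzyme at least 2-fold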; note: the source names both 10 and 20 µM as test concentration; values of inactives mirror those of a sister screen read the other way
mIAP inh – blocks mouse intestinal alkaline phosphatase | 0.2% of 330,000 active | AID 2806 | inhibition, % at 10 µM | purified mouse IAP, CDP-Star luminescence, 30 min;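 active = inhibition of at least 40% at 10 µM in the primary screen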;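 note: plate controls were DMSO with enzyme for no effect and no enzyme wells for full effect; values of inactives mirror those of a sister screen read the other way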
A3G deaminase – blocks human APOBEC3G single-stranded DNA deamination; Q9HC16; inhibition, % at 20 µM; recombinant A3G, ssDNA deamination FAM/TAMRA fluorescence; 0.28% of 330,000 active; AID 493012;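 active = inhibition of at least 40% at 20 µM, with no more than 30% in the related APOBEC3A deaminase screen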;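 note: plate controls were DMSO wells with A3G for no effect and wells lacking A3G enzyme for full effect; some compounds called inactive have numbers as strong as hits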
NLRP3 yeast inh – inhibitors of NALP3 inflammasome in yeast. Yeast reconstituted NLRP3/ASC/caspase-1, beta-gal luminescence, 24 h. inhibition, % at 10 µM. 0.39% of 330,000 active;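 active = inhibition of 50% or more; inactive = inhibition below 50%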;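 note: plate controls were induced DMSO wells for no effect and uninduced yeast grown without galactose for full effect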
SENP1 FRET inh – blocks the human SENP1 SUMO protease catalytic domain; recombinant SENP1 catalytic domain, CyPet-SUMO1-YPet FRET cleavage; inhibition, % at 10 µM; AID 624204; 0.21% of 360,000 active; Q9P0U3;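 active = inhibition at least 30% at 10 µM, raw YFP signal under a set limit, fluorescence ratio 0.5 to 1.5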;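 note: 0% = enzyme with DMSO and 100% = no enzyme wells; some results filed as inactive read as strong as hits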
Target sequence (Q9P0U3 419-644 limits assumed): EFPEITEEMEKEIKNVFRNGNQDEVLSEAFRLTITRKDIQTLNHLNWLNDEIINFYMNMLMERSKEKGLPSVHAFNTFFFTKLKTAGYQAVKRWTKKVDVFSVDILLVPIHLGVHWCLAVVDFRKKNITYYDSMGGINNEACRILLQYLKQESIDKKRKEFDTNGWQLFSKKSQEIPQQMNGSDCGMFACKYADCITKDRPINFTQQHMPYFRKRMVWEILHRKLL
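Assay system: hSENP1 catalytic domain, recombinant. Amount: SENP1 enzyme, 20 pM final. Schedule: 50 min reaction, RT, dark. Technique: FRET, CFP and YFP emission. Control set: no-enzyme wells low, DMSO-plus-enzyme wells high control.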
A3A deaminase – human APOBEC3A DNA deaminase inhibition; recombinant A3A, FAM/TAMRA ssDNA deamination fluorescence; inhibition, % at 20 µM; 0.41% of 330,000 active; AID 493011;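 active = at least 40% inhibition at 20 µM here, with at most 30% in a related deaminase screen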;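 note: plate controls were A3A with DMSO for no effect and wells lacking A3A enzyme for full effect; some results filed as inactive read as strong as hits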
An asterisk follows results filed as active; nt = not tested or not shown. Not all compounds are listed, so the mix of outcomes need not match the whole.

[1] Cc1cc(Br)c(OCc2ccc(C(=O)N/N=C3\CC4CC=CC34)cc2)c(Br)c1 (configuration not stated)
[2] C/C(=N\OC(=O)Nc1ccccc1)c1ccc(C)cc1
[3] CC(OC(=O)c1ccccc1N1C(=O)C2C3CCC(C3)C2C1=O)C(=O)c1ccccc1 (configuration not stated)
[4] CCOC(=O)/C(=C\c1ccccc1)NC(=O)c1ccccc1
[5] COc1ccc(OC)c(NC(=O)CSc2nnc(CCCO)n2-c2ccccc2)c1
[6] O=[N+]([O-])c1ccc(Nc2nccc(Cl)n2)cc1
assay / entry | 1 | 2 | 3 | 4 | 5 | 6
mIAP act | 0.959 | 1.02 | 1.02 | 1.08 | 1.05 | 0.971
hIAP inh | -0.3 | -5.7 | 3.6 | -16.8 | -2.3 | -3.1
MIN6 prolif | -1.6 | 6.6 | -0.1 | -1.5 | -2.5 | -3.6
hIAP act | 1 | 1.06 | 0.964 | 1.17 | 1.02 | 1.03
mIAP inh | 4.1 | -1.9 | -2.3 | -8.0 | -5.5 | 2.9
A3G deaminase | -3.7 | -8.5 | -5.4 | -11.0 | -3.9 | 9.3
NLRP3 yeast inh | 24.6 | 19.3 | -5.6 | -18.2 | 5.3 | -2.4
SENP1 FRET inh | -0.3 | 1.2 | 2.4 | -0.9 | -0.3 | -0.5
A3A deaminase | 3.5 | -5.8 | -2.5 | -6.4 | -1.4 | 4.4

[7] Nn1cnc2c([nH]c3ccccc32)c1=O
[8] CCOc1ccc(OC(=O)NC(c2ccccc2)C(Cl)(Cl)Cl)cc1 (configuration not stated)
[9] CCOc1ccc(C2C(C(=O)c3ccc(C)o3)=C(O)C(=O)N2c2nc(C)c(C(=O)OC)s2)cc1 (configuration not stated)
[10] CCCN1C(=S)SC(C)(C)C1/[N+]([O-])=C/c1cccnc1 (configuration not stated)
[11] CCn1c(CNC(=O)c2ccco2)nnc1SCC(=O)Nc1cc(C)c(C)cc1Br
[12] Cc1ccc(CN2CCCC(CO)(Cc3ccccc3C)C2)s1 (configuration not stated)
assay / entry | 7 | 8 | 9 | 10 | 11 | 12
mIAP act | 0.995 | 1.25 | 0.933 | 0.975 | 0.974 | 1.01
hIAP inh | -13.1 | 2.8 | -22.5 | 3.8 | -15.8 | 0.1
MIN6 prolif | 0.0 | -3.2 | -1.3 | 2.2 | 1.9 | -2.9
hIAP act | 1.13 | 0.972 | 1.23 | 0.962 | 1.16 | 0.999
mIAP inh | 0.5 | -24.9 | 6.7 | 2.5 | 2.6 | -1.0
A3G deaminase | -1.5 | -7.8 | -1.2 | 0.7 | 0.2 | -12.7
NLRP3 yeast inh | 15.7 | -1.4 | 15.6 | 10.5 | 7.5 | 24.8
SENP1 FRET inh | 0.6 | 0.7 | -37.7 | 1.2 | 0.6 | -4.8
A3A deaminase | -1.5 | -2.6 | -2.4 | 1.6 | -0.8 | -4.0

[13] CN(CC(=O)Nc1cccc(F)c1)C(=O)c1cc(=O)[nH]c2ccccc12
[14] Cc1ccc(C)c(S(=O)(=O)Nc2ccc(C(=O)N3CCC3)cc2)c1
[15] Cc1nn(C)c(C)c1NC(=O)CSc1nc(-c2ccccc2Cl)nc2c1cnn2-c1ccccc1
[16] O=C1[C@@H]2Cc3c([nH]c4ccccc34)CN2C(=O)CN1CCCCCO
[17] Cc1ccc(C(=O)n2nnc3ccccc32)cc1
[18] O=C(NNS(=O)(=O)c1ccc(C(F)(F)F)cc1)c1cnn(-c2ccccc2)c1C(F)(F)F
assay / entry | 13 | 14 | 15 | 16 | 17 | 18
mIAP act | 1.14 | 0.987 | 0.884 | 1.07 | 1.05 | 0.926
hIAP inh | -6.2 | -2.6 | 17.2 | -11.9 | -7.3 | -1.0
MIN6 prolif | -1.1 | -1.2 | 0.6 | -3.1 | -3.0 | 3.8
hIAP act | 1.06 | 1.03 | 0.828 | 1.12 | 1.07 | 1.01
mIAP inh | -13.9 | 1.3 | 11.6 | -6.6 | -5.2 | 7.4
A3G deaminase | -5.4 | -5.3 | 0.4 | -6.2 | -2.8 | -7.1
NLRP3 yeast inh | 8.4 | 6.8 | 12.1 | 7.7 | 11.6 | -2.3
SENP1 FRET inh | 3.2 | 1.8 | -0.2 | -8.2 | nt | -0.4
A3A deaminase | 20.6 | -3.5 | 1.2 | -0.3 | -0.4 | 2.4

[19] CC(=O)N1CCN(c2ccc(S(=O)(=O)N3CCCCC3)cn2)CC1
[20] O=c1c2c(O)cc(O)cc2oc2c(O)ccc(O[C@H]3O[C@@H](CO)[C@H](O)[C@@H](O)[C@@H]3O)c12
[21] COc1cc(/C=C/C(=O)NNc2c(F)c(F)cc(F)c2F)ccc1OC(F)F
[22] O=C(COC(=O)c1ccccc1SCC(=O)N1CCCC1)Nc1ccccc1OC(F)F
[23] CCCCn1c(N)c(N(CCC(C)C)C(=O)c2cc(S(=O)(=O)N3CCOCC3)ccc2F)c(=O)[nH]c1=O
[24] Cc1c(C(=O)N2CCCCC2)sc(NC(=O)c2ccco2)c1C#N
assay / entry | 19 | 20 | 21 | 22 | 23 | 24
mIAP act | 1.05 | 0.905 | 0.969 | 0.979 | 0.959 | 0.933
hIAP inh | -2.0 | 0.1 | 0.8 | -10.3 | 3.2 | -16.1
MIN6 prolif | -0.5 | -2.2 | -2.9 | 2.2 | -2.1 | -1.0
hIAP act | 1.02 | 0.999 | 0.992 | 1.1 | 0.968 | 1.16
mIAP inh | -5.4 | 9.5 | 3.1 | 2.1 | 4.1 | 6.7
A3G deaminase | -14.4 | -4.9 | -10.3 | -9.4 | 34.7 | 1.6
NLRP3 yeast inh | 4.2 | 4.0 | 20.5 | 19.4 | 10.4 | -10.5
SENP1 FRET inh | 1.7 | 1.9 | 1.1 | -4.3 | -6.9 | -17.1
A3A deaminase | -1.3 | 0.1 | -2.9 | -3.1 | 6.1 | 0.4

Full records from above.
CCCN1C(=S)SC(C)(C)C1/[N+]([O-])=C/c1cccnc1 (configuration not stated) in the list: mIAP act = 0.975; hIAP inh = 3.8; MIN6 prolif = 2.2; hIAP act = 0.962; mIAP inh = 2.5; A3G deaminase = 0.7; NLRP3 yeast inh = 10.5; SENP1 FRET inh = 1.2; A3A deaminase = 1.6
C/C(=N\OC(=O)Nc1ccccc1)c1ccc(C)cc1 in the list: mIAP act = 1.02; hIAP inh = -5.7; MIN6 prolif = 6.6; hIAP act = 1.06; mIAP inh = -1.9; A3G deaminase = -8.5; NLRP3 yeast inh = 19.3; SENP1 FRET inh = 1.2; A3A deaminase = -5.8
Cc1ccc(CN2CCCC(CO)(Cc3ccccc3C)C2)s1 (configuration not stated) in the list: mIAP act = 1.01; hIAP inh = 0.1; MIN6 prolif = -2.9; hIAP act = 0.999; mIAP inh = -1.0; A3G deaminase = -12.7; NLRP3 yeast inh = 24.8; SENP1 FRET inh = -4.8; A3A deaminase = -4.0

New compounds follow
[25] COc1ccc([C@H]2CC(=O)C=C(c3cccc4c3Oc3ccccc3S4)C2)cc1OC
[26] COc1ccccc1CNC(=O)N1CCN(S(=O)(=O)c2ccc(C)cc2)CC1
[27] CCOC(=O)c1cc(C)sc1NC(=O)CSc1nccn1C
[28] CCOCCCNC(=O)C(c1ccc(Cl)cc1)N(Cc1ccc2c(c1)OCO2)C(=O)CNC(C)=O (configuration not stated)
assay / entry | 25 | 26 | 27 | 28
mIAP act | 0.915 | 1.05 | 0.889 | 1.13
hIAP inh | -5.8 | -14.6 | -0.6 | -23.1
MIN6 prolif | -5.2 | 0.7 | -0.5 | -1.8
hIAP act | 1.06 | 1.15 | 1.01 | 1.23
mIAP inh | 8.5 | -5.0 | 11.1 | -12.7
A3G deaminase | -5.5 | -9.2 | -3.4 | -11.3
NLRP3 yeast inh | 21.9 | 13.6 | 35.8 | -5.7
SENP1 FRET inh | 1.8 | 1.4 | -1.8 | 1.0
A3A deaminase | -3.8 | -3.0 | 0.4 | -4.6

An excerpt from above in order of the hIAP inh value, highest first:
# | structure | hIAP inh
1 | Cc1cc(Br)c(OCc2ccc(C(=O)N/N=C3\CC4CC=CC34)cc2)c(Br)c1 (configuration not stated) | -0.3
14 | Cc1ccc(C)c(S(=O)(=O)Nc2ccc(C(=O)N3CCC3)cc2)c1 | -2.6
2 | C/C(=N\OC(=O)Nc1ccccc1)c1ccc(C)cc1 | -5.7
13 | CN(CC(=O)Nc1cccc(F)c1)C(=O)c1cc(=O)[nH]c2ccccc12 | -6.2
17 | Cc1ccc(C(=O)n2nnc3ccccc32)cc1 | -7.3
24 | Cc1c(C(=O)N2CCCCC2)sc(NC(=O)c2ccco2)c1C#N | -16.1

Bioassay records as filed in PubChem.
